# From PubChem BioAssay
# PAFAH2 inh = PAFAH2 enzyme inhibitors, primary screen, biochemical, fluorescence polarization, human. AID 492956, 2010. recombinant PAFAH2, FP-rhodamine activity probe. 340,000 compounds, 0.99% hits. inhibition, % at 3.39 µM. Platelet-activating factor acetylhydrolase 2, cytoplasmic (Homo sapiens), Q99487;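 active = inhibition above the mean over all tested compounds plus 3 SD, cut at about 30% in these data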;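 also: inhibitors block probe labeling of enzyme so polarization drops; 0% = enzyme with DMSO and 100% = wells lacking PAFAH2 protein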
# PP1 counter = PP1-alpha phosphatase inhibitors, primary screen, counter-screen for PP5 inhibitor project, biochemical, fluorescence, OMFP substrate, single point; purified PP1alpha; inhibition, % at 6.7 µM; 320,000 compounds, 0.9% hits; AID 2235, 2010;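 active = inhibition above the mean inhibition of all tested compounds plus 3 SD, computed separately for each screening campaign, cut at about 15% in these data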
# Target sequence (P62136 whole entry, looked up): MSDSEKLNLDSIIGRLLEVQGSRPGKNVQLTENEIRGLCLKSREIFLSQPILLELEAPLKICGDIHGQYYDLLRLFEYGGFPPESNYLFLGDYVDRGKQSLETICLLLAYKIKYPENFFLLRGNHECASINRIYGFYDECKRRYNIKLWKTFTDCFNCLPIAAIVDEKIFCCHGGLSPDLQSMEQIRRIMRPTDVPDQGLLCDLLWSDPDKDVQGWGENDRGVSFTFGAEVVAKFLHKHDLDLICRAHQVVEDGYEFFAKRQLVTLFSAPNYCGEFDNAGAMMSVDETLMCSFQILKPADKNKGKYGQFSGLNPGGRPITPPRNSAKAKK
# Fh CTSL1 inh = Fasciola hepatica cathepsin L1 inhibitors, primary screen, counter-screen for PFM18AAP inhibitor project, biochemical, QFRET, fluorogenic peptide substrate; recombinant F. hepatica cathepsin L1, Z-Leu-Arg-MCA fluorescence; 300,000 compounds, 0.49% hits; inhibition, % at 5.96 µM; AID 1906, 2009;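 active = inhibition above the mean of all tested compounds plus 3 SD, set per screening campaign, cut at about 17% in these data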;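 also: 0% = plate median of test compound wells and 100% = 1 µM Z-Phe-Ala-diazomethylketone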
# PP5 inh = PP5 phosphatase inhibitors, primary screen, biochemical, fluorescence. Serine/threonine-protein phosphatase 5 (Homo sapiens), P53041. purified PP5c, OMFP substrate fluorescence. inhibition, % at 6.7 µM. 320,000 compounds, 0.18% hits;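 active = inhibition above the campaign's mean inhibition across all tested compounds plus 3 SD, cut at about 9.5% in these data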;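 also: 0% = DMSO only and 100% = 100 µM cantharidin control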
# AHR act = AHR activators, primary screen, cell-based, luminescence, luciferase reporter, human; Aryl hydrocarbon receptor (Homo sapiens), P35869; AHR-responsive luciferase reporter cells; activation, % at 5 µM; 320,000 compounds, 2.5% hits; in the data active = activation above about 47%;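 also: 0% = vehicle wells and 100% = reference agonist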
# TPT1 inh = Candida albicans TPT1 enzyme inhibitors, primary screen, biochemical, fluorescence polarization. tRNA 2'-phosphotransferase TPT1 (Candida albicans SC5314). recombinant caTPT1, FP RNA substrate dephosphorylation. inhibition, % at 5 µM. 300,000 compounds, 0.81% hits;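 active = inhibition above the mean of all tested compounds plus 3 SD, set per screening campaign, cut at about 24% in these data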;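 also: plate controls were DMSO alone for no effect and ferristatin control at 100 nM for full effect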
# HCV core dimer = inhibitors of HCV core protein dimerization, primary screen, biochemical, TR-FRET, high-throughput; 300,000 compounds, 0.33% hits; TR-FRET GST/Flag-core106 dimerization, 1536-well; inhibition, % at 5 µM;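 active = inhibition above the mean of all tested compounds plus 3 SD, set per screening campaign, cut at about 45% in these data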
#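 Assay system: GST-tagged and Flag-tagged HCV core protein residues 1-106 / Times: compound-protein-antibody incubation 4 h at 22.5 °C / Signal: time-resolved FRET, ex 340 nm, em 617 and 671 nm / Evaluation: % inhibition based on acceptor/donor emission ratio / Benchmarks: wells lacking GST-core106 and wells with excess unlabelled core106 / Repeats: singlicate, one well per compound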
# proCasp7 act = procaspase-7 activators, primary screen, counter-screen for procaspase-3 activator project, biochemical, absorbance, HTS, human | Caspase-7 (Homo sapiens), P55210 | recombinant procaspase-7, Ac-DEVD-pNA absorbance 405 nm; D23A/D198A/D206A triple mutant, cannot self-cleave; scale: DMSO 0, 5 µM enzyme 100 | activation, % at 8.5 µM | 330,000 compounds, 0.093% hits;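 active = percent activation above the screen-wide mean plus 3 SD, cut at about 25% in these data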
# Target sequence (P55210 whole entry D23A/D198A/D206A): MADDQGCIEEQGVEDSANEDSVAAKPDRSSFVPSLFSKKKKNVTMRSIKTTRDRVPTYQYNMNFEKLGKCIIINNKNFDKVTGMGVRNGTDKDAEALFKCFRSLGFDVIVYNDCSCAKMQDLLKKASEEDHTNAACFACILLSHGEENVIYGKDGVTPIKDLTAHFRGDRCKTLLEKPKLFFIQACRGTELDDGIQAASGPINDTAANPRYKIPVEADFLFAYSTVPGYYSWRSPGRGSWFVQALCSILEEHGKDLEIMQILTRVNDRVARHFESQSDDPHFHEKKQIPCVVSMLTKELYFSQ
#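 Detection: p-Nitroaniline absorbance at 405 nm, read at 0 and 120 min; system: Uncleavable procaspase-7 mutant enzyme; evaluation: % activation from two-timepoint absorbance difference, scaled to controls; times: 1 h enzyme–compound preincubation and 2 h substrate reaction, both 25 °C; buffer or medium: Zinc-free HEPES pH 7.4 with 300 mM NaCl, 0.01% Triton X-100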
# proCasp3 act = activators of human procaspase-3 D3A mutant, primary screen, biochemical, absorbance, PC-3 D3A mutant, single concentration. activation, % at 8.5 µM. recombinant procaspase-3 D3A, Ac-DEVD-pNA absorbance 405 nm. 330,000 compounds, 0.11% hits. Caspase-3 (Homo sapiens), P42574;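 active = activation above the mean of all tested compounds plus 3 SD, cut at about 21% in these data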;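 also: 0% = DMSO alone and 100% = DMSO wells spiked with extra 5 µM PC-3 D3A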
# Target sequence (P42574 whole entry D9A/D28A/D175A): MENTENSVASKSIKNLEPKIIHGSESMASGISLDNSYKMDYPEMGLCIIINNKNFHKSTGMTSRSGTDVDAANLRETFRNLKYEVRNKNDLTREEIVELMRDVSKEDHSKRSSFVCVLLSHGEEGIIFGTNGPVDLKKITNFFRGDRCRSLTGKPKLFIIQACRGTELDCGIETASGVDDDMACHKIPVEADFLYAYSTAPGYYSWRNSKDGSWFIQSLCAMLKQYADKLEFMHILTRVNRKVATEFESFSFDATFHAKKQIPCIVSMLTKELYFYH
#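 Assay system: Autoprocessing-dead procaspase-3 D3A mutant enzyme; also added: Ac-DEVD-pNA; doses: one concentration, 8.5 µM nominal, 0.8% DMSO; times: 1 h compound preincubation, 2 h substrate hydrolysis at 25 °C; technique: 405 nm absorbance of p-nitroaniline, reads at 0 and 120 min; measure: % activation between DMSO and enzyme-spiked controls; repeats: single replicate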
# Starred values were filed as active, the others as inactive; / = no result given.
No.	mol	proCasp7 act	TPT1 inh	proCasp3 act	AHR act	PP1 counter	HCV core dimer	PAFAH2 inh	PP5 inh	Fh CTSL1 inh
1	Cc1cccc(NCC(=O)N/N=C/c2ccc(Br)cc2)c1	-3	-1	-3	8	2	-1	-1	3.2	2
2	CC(=O)c1ccc(OCC(=O)NCC2(N3CCCCC3)CCCCC2)cc1	1	-2	-11	1	-3	0	-3	0.3	-1
3	O=C(N/N=C/c1ccccn1)c1cc(-c2ccc(Cl)cc2)nc2ccccc12	6	2	5	50*	0	12	-10	-1.1	-1
4	CCCCSc1nn[nH]n1	9	-4	-1	-1	-4	-5	7	-0.3	0
5	O=C(NCc1ccc2c(c1)OCO2)c1cccc2c1C(=O)N(C1CCCCC1)C2	5	0	-5	0	1	-10	-1	3.6	1
6	Cc1ccc(OC(=O)c2cccc([N+](=O)[O-])c2)c(-n2nc3ccccc3n2)c1	13	2	1	7	-2	-12	1	1.2	0
7	COc1ccc(Br)cc1C(=O)Nc1ccc(Cc2ccncc2)cc1	-7	-4	-5	59*	8	4	0	2.0	5
8	COC(=O)c1ccc2nc(-c3cccc(N)c3)cn2c1	10	1	3	13	-4	2	-10	0.3	-2
9	C[C@H](NC(=O)Cn1cncn1)c1ccccc1	18	4	2	0	-3	3	-24	-2.2	4
10	COC(=O)c1ccccc1NC(=O)c1ccc(COc2ccc(C)c(C)c2)o1	7	-2	-2	17	5	-2	-14	4.5	-3

# Rewritten with two lines to a compound: part of the list above
# Results follow in this order: proCasp7 act, TPT1 inh, proCasp3 act, AHR act, PP1 counter, HCV core dimer, PAFAH2 inh, PP5 inh, Fh CTSL1 inh
2	CC(=O)c1ccc(OCC(=O)NCC2(N3CCCCC3)CCCCC2)cc1
  1, -2, -11, 1, -3, 0, -3, 0.3, -1
3	O=C(N/N=C/c1ccccn1)c1cc(-c2ccc(Cl)cc2)nc2ccccc12
  6, 2, 5, 50*, 0, 12, -10, -1.1, -1

# Carrying on.
No.	mol	proCasp7 act	TPT1 inh	proCasp3 act	AHR act	PP1 counter	HCV core dimer	PAFAH2 inh	PP5 inh	Fh CTSL1 inh
11	COc1ccc(NS(=O)(=O)c2ccc(C(=O)N3CCN(c4ccc(F)cc4)CC3)cc2)cc1	10	/	-1	-1	/	/	5	/	/
12	COc1ccc(C(=O)/C=C/c2ccsc2)cc1CSCC(=O)O	-1	2	-11	0	1	26	2	0.1	1
13	CCCCC[n+]1ccn(C2=C([O-])c3ccccc3C(=O)/C2=N\S(=O)(=O)c2ccc(Cl)cc2)c1	1	-3	6	5	4	-17	6	2.9	4
14	O=C(CC12CC3CC(CC(C3)C1)C2)NC1CC1	7	-4	-5	-1	-3	-5	2	0.6	1
15	CCCC(O)(c1ccc(Cl)cc1)C(CN1CCOCC1)c1ccccc1 (configuration not stated)	2	-5	7	0	3	6	7	2.3	1
16	Cn1c(-c2ccccc2)c(C#Cc2ccc(N)cc2)c2ccccc21	-17	/	1	36	/	/	1	/	/
17	COc1ccc(NC(=O)CS(=O)c2ccccc2Cl)cc1 (configuration not stated)	-1	-1	7	-5	1	-19	4	0.4	3
18	CCC(C)[C@H](NC(=O)Nc1cccc(OC)c1)C(=O)OC (some centres not stated)	14	1	-6	-1	0	-3	2	2.9	4
19	CNC(=O)C(C)c1ncc(C(F)(F)F)cc1Cl (configuration not stated)	-1	0	-10	0	-2	-7	6	-2.1	2
20	O=C(COC(=O)c1ccc(Br)cc1)Nc1cccnc1Cl	9	/	-2	-1	-3	/	28	-0.5	/
21	CC(C)C(=O)N/N=C/c1ccc(OCc2ccccc2)cc1	-9	-3	6	7	2	1	2	2.2	1
22	O=C(C1=C(O)C(=O)N(Cc2cccnc2)C1c1cccc(Oc2ccccc2)c1)c1ccco1 (configuration not stated)	-23	/	-5	0	/	/	6	/	/
23	Cc1ccc(CNC(=S)N(C)C)cc1	6	-2	3	0	-7	1	2	1.8	-1
24	CC(NC(=O)COC(=O)Cc1ccc(Cl)cc1)c1ccccc1 (configuration not stated)	-5	/	5	0	/	/	4	/	/
25	CC(=O)C1=C(O)CC(C)(C)CC1=NCc1nc2ccccc2[nH]1	9	-1	1	17	-8	4	4	0.1	-3
26	O=C(Nc1cccc2ccccc12)N1CCCN(c2c(Cl)cncc2Cl)CC1	-2	-2	1	3	-2	-4	2	4.3	-2
27	O=C(Nc1ccc(F)cc1)c1cc(S(=O)(=O)N2CCCCC2)cs1	9	-5	-4	-6	3	-4	5	5.8	-3
28	CCOC(=O)N1[C@@H]2C=C(C)[C@@H]2[C@@H]2[C@@H](C)C(=O)N21	2	0	2	1	-2	1	0	-0.2	18*
29	CCOC(=O)N1CCN(C(=O)C(NC(=O)c2ccco2)C(C)C)CC1 (configuration not stated)	4	-3	-5	-2	0	-2	2	0.2	-2
30	CCn1c(SCC(=O)NC2CCCCC2)nc2ccccc2c1=O	2	-3	-3	4	-3	-1	-7	1.2	1
31	CCOc1ccc(C(C)=O)cc1COC(=O)c1cc([N+](=O)[O-])ccc1N1CCOCC1	-27	1	-14	3	4	-7	2	1.3	5
32	CCOC(=O)/C(N=Nc1cc(C(=O)O)cc(C(=O)O)c1)=C(\O)CCl	1	2	-2	2	-2	3	2	0.6	2
33	O=C(NNC(=S)Nc1ccccc1)C1CCCCC1	3	1	6	4	-1	-5	5	-2.0	0
34	O=C(COC(=O)c1cccc(Cl)c1Cl)NC1CCCC1	-2	5	3	0	-2	0	69*	-2.1	1
35	CCCOc1ccc(N)cc1N	-7	17	1	38	16*	-17	8	11*	3
36	Cc1ccc(-c2nc(SCC(=O)Nc3cc(S(=O)(=O)N4CCCCC4)ccc3Cl)n[nH]2)cc1	6	0	1	4	5	18	-25	2.1	-2
37	COC(=O)c1ccccc1NC(=O)c1cn(-c2ccc(C)c(C)c2)c(=O)c2ccccc12	3	1	2	-1	-1	10	-12	3.2	0
38	CCOC(=O)C1=C(C)OC(N)=C(C#N)C1c1ccc(OC)c(CSc2ccccn2)c1 (configuration not stated)	9	4	1	9	1	16	3	3.5	-10
39	Nc1ccccc1C(=O)N/N=C1/C2CN3CCN(C2)CC1(Cc1ccccc1)C3	1	-1	8	11	-2	-4	-1	2.1	-1
40	CN1CCC(=NNC(=O)C(=O)Nc2ccc(F)cc2)CC1	-3	2	8	-5	0	-2	5	-0.9	3
41	COc1ccc(CNC(=O)Nc2cccs2)cc1OC	-21	6	-7	2	-2	-1	-3	-0.6	7
42	CC(C)C[C@@H](CSc1ccccc1)N1CCN(CCc2ccccc2)CCC1=O	7	-3	4	0	-2	8	-3	-0.9	-9
43	C/C=C/C=C/C(=O)[C@@H]1[C@@H]([C@]2(C)OC(=O)C(C)=C2O)[C@H]2/C(=C(O)/C=C/C=C/C)C(=O)[C@]1(C)C(=O)C2(C)O (some centres not stated)	-2	5	3	-1	-1	13	14	1.4	8
44	CCCC1(C(=O)OCC)NC(c2cc(OC)c(OC)c(OC)c2)C2C(=O)N(CC)C(=O)C21 (configuration not stated)	1	-3	8	6	2	-7	-3	2.3	1
45	Cc1ccc(NCc2cccnc2)c(Br)c1	-1	-1	6	17	0	-8	-7	-1.2	-1

# Of the compounds above, eleven have a Cl atom:
No.	mol	proCasp7 act	TPT1 inh	proCasp3 act	AHR act	PP1 counter	HCV core dimer	PAFAH2 inh	PP5 inh	Fh CTSL1 inh
3	O=C(N/N=C/c1ccccn1)c1cc(-c2ccc(Cl)cc2)nc2ccccc12	6	2	5	50*	0	12	-10	-1.1	-1
13	CCCCC[n+]1ccn(C2=C([O-])c3ccccc3C(=O)/C2=N\S(=O)(=O)c2ccc(Cl)cc2)c1	1	-3	6	5	4	-17	6	2.9	4
15	CCCC(O)(c1ccc(Cl)cc1)C(CN1CCOCC1)c1ccccc1 (configuration not stated)	2	-5	7	0	3	6	7	2.3	1
17	COc1ccc(NC(=O)CS(=O)c2ccccc2Cl)cc1 (configuration not stated)	-1	-1	7	-5	1	-19	4	0.4	3
19	CNC(=O)C(C)c1ncc(C(F)(F)F)cc1Cl (configuration not stated)	-1	0	-10	0	-2	-7	6	-2.1	2
20	O=C(COC(=O)c1ccc(Br)cc1)Nc1cccnc1Cl	9	/	-2	-1	-3	/	28	-0.5	/
24	CC(NC(=O)COC(=O)Cc1ccc(Cl)cc1)c1ccccc1 (configuration not stated)	-5	/	5	0	/	/	4	/	/
26	O=C(Nc1cccc2ccccc12)N1CCCN(c2c(Cl)cncc2Cl)CC1	-2	-2	1	3	-2	-4	2	4.3	-2
32	CCOC(=O)/C(N=Nc1cc(C(=O)O)cc(C(=O)O)c1)=C(\O)CCl	1	2	-2	2	-2	3	2	0.6	2
34	O=C(COC(=O)c1cccc(Cl)c1Cl)NC1CCCC1	-2	5	3	0	-2	0	69*	-2.1	1
36	Cc1ccc(-c2nc(SCC(=O)Nc3cc(S(=O)(=O)N4CCCCC4)ccc3Cl)n[nH]2)cc1	6	0	1	4	5	18	-25	2.1	-2
